# TGFb inhibitor – qHTS for Inhibitors of TGF-b; HepG2 CAGA-GFP TGF-b/SMAD3 reporter, GFP fluorescence, 18 h; TGF-beta stimulated, 500 pg/mL final; Potency, µM (highest dose often 46.1 µM), inactives show at the top dose activity, negative = inhibition, usual class: inhibitors; hit rate 1.2% among 410,000; AID 588855, 2011; also: % is scaled to controls: 0 for no effect and ±100 for the full control effect; nearly all actives have a fitted effect of over 65% in size
#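 Smad-responsive CAGA-GFP expression was quantified in HEPG2 cells exposed to compounds and 500 pg/mL final TGF-beta for 18 h at 37 degrees C; unstimulated wells defined full inhibition.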
# HepG2 tox – qHTS for Inhibitors of TGF-b: Cytotox Counterscreen; Potency, µM (series often up to 46.1 µM), for the others: at the top dose activity change, negative = cytotoxicity, actives largely listed as cytotoxic; hit rate 0.76% among 410,000; HepG2 CAGA-GFP viability, ATP luminescence, 18 h; also: some results filed as inactive show a strong effect at the top dose
#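 HepG2 CAGA-GFP cells (1000/well, DMEM with 1% FBS) received compound, then TGF-beta at 500 pg/mL final, and were incubated 18 hours at 37 degrees C. Viability was read by CellTiter-Glo luminescence. Media-only wells were set as complete cell-killing and DMSO as no toxicity.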
# Numbers without * were called inactive; u = inconclusive; [ ] = dose if it differs, or a comment. Calls follow the shape of the dose curve; as a rule, active = well fitted curve in the direction sought with a large enough effect; inconclusive = small, poorly fitted or top-dose-only effect, or another doubt; inactive = no such curve, though single readings can be large; an effect the other way counts as inactive or inconclusive. Potency is read from the fitted curve at half-maximal effect.
# Sequence of screens: HepG2 tox, TGFb inhibitor
Cc1cc(C=Nc2ccc(/C=C/c3ccnc4ccccc34)cc2)ccc1N(C)C
    -40%, -13%
CN1CCCc2cc(/C=C/c3ccnc4ccccc34)ccc21
    -55%, 118%[activator]
CC(OC(=O)c1ccccc1OCCOc1ccccc1)C(=O)Nc1ccc(Br)cc1 (stereo unspecified)
    -26%, 4%
CCOC(=O)[C@@H](C)N(C(=O)OC(C)(C)C)S(=O)(=O)N(Cc1ccccc1)[C@@H](C(=O)OC)C(C)C
    -48%, u
Nc1ccc2c(c1)C=C/C2=C\c1ccccc1
    -28%, 3%
CSc1ccc(/C=C2\C=Cc3ccc([N+](=O)[O-])cc32)cc1
    0%, 4%
O=C(C[n+]1ccccc1Br)c1ccc(Cl)cc1
    8%, 28%
CN(C)c1ccc(/C=C/c2ccnc3ccccc23)c(N)c1
    -36%, u
O=S1(=O)CCOC[C@H](c2ccccc2)N1Cc1ccc(Cl)cc1Cl
    -36%, u
Cc1sc2ccccc2[n+]1CCCC[n+]1c(C)sc2ccccc21
    -31%, u
CCOc1ccc(NC(=O)c2nc(S(=O)(=O)Cc3ccc(C)cc3)ncc2Cl)cc1
    13µM*, u
O=C(COc1ccccc1C(=O)Nc1ccccc1)Nc1ccc(Br)cc1
    -6%, 1%
C(=C\c1ccnc2ccccc12)/c1cccs1
    -30%, u
CC(C)(C)c1ccc(C(=O)C[n+]2cccc(Br)c2)cc1
    -21%, -13%
CCN(CC)c1ccc(/C=C/c2ccncc2)cc1
    -38%, 88%[activator]
C1=Nc2ccccc2/C1=C/c1c[nH]c2ccccc12
    0%, -14%
CC(C)(C)CC(C)(C)N=C1Nc2ccc(Cl)cc2NC12C[C@H]1CCC(=O)N3CC[C@@H](C2)[C@@H]13 (stereo partly specified)
    10µM*, u
CCN1C(Br)=CCc2ccccc21
    0%, 1%
CNC(=O)c1cc(-c2cccs2)on1
    -9%, u
C(=C\c1ccnc2ccccc12)/c1cccnc1
    -36%, 3%
CN(C)C(=O)COc1ccccc1C(=O)OCC(=O)N(CCC#N)c1ccccc1
    -6%, -10%
COC(=O)/C=C/c1ccccc1S(=O)(=O)NC(C)C
    14%, 1%
C=C1C=C(C)n2ncc(C(=O)Nc3cccc4cnccc34)c2N1
    -3%, 19%
Cc1ccc(-c2nc3ccccc3o2)cc1NC(=O)C(C)Oc1ccccc1 (stereo unspecified)
    -11%, -2%
Nc1cc(=O)[nH]c(=S)[nH]1
    -4%, 14%
COC(=O)c1sc(N2C(=O)c3oc4ccc(F)cc4c(=O)c3C2c2ccc(C)cc2)nc1C (stereo unspecified)
    31%, -3%
COc1cc2c(NC3CCN(C)CC3)nc(N3CCCN(C)CC3)nc2cc1OCCOCCN(C)C
    27%, 19%
Cc1c(C2(c3cc(C(C)C)c(O)c(Br)c3C)OS(=O)(=O)c3ccccc32)cc(C(C)C)c(O)c1Br
    -8%, -26%
CN(C)c1ccc(-c2nnc(SCC(=O)NCc3ccco3)n2C)cc1
    -14%, -4%
Nc1cccc2[nH]cnc12
    -9%, -18%
CN(C)c1ccc(/C=C/c2ccnc3ccc(N)cc23)cc1
    -34%, 7%
CC(C)(C)n1ncc2c(=O)n(Cc3ccc(F)c(C(F)(F)F)c3)cnc21
    -12%, u
O=C(C[n+]1cccc2cc(Cl)ccc21)c1ccc2ccccc2c1
    -86%, 2%
CN(C)CCCNc1cc(N2CCN(C)CC2)ncn1
    5%, 8%
CN(C)c1ccc(C=NC2CCc3ccccc32)cc1 (stereo unspecified)
    -7%, 0%
CN(C)c1c(Br)cc(C=O)cc1Br
    -11%, -4%
CCCC(=O)N(C)c1ccc(/C=C2\C=Cc3ccccc32)cc1
    -53%, -23%
O=Cc1ccc(/C=C2\C=Cc3ccccc32)cc1
    -62%, 3.5µM*
C=C(c1ccc2ccccc2n1)c1cccs1
    -2%, -2%
CCCCNC(=O)[C@@H]1CC=C[C@@H]2CCN(C3CCCCC3)C(=O)[C@@H]21
    -36%, -28%
COc1ccc(/C=C2/C=Cc3ccccc32)cc1
    0%, 0%
COC(=O)c1ccccc1NC(=O)c1cnn2c1NC(=C1CC1)C=C2C(F)F
    3%, 24%
O=C(CNC1=NCCS1)c1c[nH]c2ccccc12
    -12%, -2%
CCN(N=O)c1ccc(/C=C/c2ccnc3ccccc23)cc1
    -33%, -21%
O=C(Nc1cccc(C(=O)Nc2ccc(S(=O)(=O)O)c3cc(S(=O)(=O)O)cc(S(=O)(=O)O)c23)c1)Nc1cccc(C(=O)Nc2ccc(S(=O)(=O)O)c3cc(S(=O)(=O)O)cc(S(=O)(=O)O)c23)c1
    -6%, -5%
NC(=O)COC(=O)c1ccccc1OCC(=O)Nc1ccc(Br)cc1
    1%, -19%
O=c1[nH]c2c(-c3nc(-c4ccc(F)cc4)cs3)c(O)cn2c2ccc(Br)cc12
    -13%, 41%
N#Cc1ccc[n+](CC(=O)c2ccc(F)cc2)c1
    1%, -10%
Brc1cccc[n+]1C/C=C/C[n+]1ccccc1Br
    -77%, 13%
O=C(COc1ccccc1C(=O)NCc1ccccc1)Nc1ccc(Br)cc1
    -49%, u
c1ccc(-c2nc(-c3cnc4ccccc4n3)cs2)cc1
    -2%, 16%
CCOC(=O)C[n+]1cccc(Br)c1
    -3%, -6%
COc1ccc2[nH]c(C(O)C(O)c3nc4c(OC)c(OC)ccc4[nH]3)nc2c1OC (stereo unspecified)
    2%, -14%
Cc1ccc2c(c1)CCCN2C(=O)c1cnn2c1NC(=C1CC1)C=C2C(F)F
    -9%, -13%
CC(C(=O)c1ccccc1)[n+]1cccc(Cl)c1 (stereo unspecified)
    7%, 6%
Clc1ccc(/C=C/c2ccnc3ccccc23)c(Cl)c1
    -42%, u
CC(C)NS(=O)(=O)c1cc(C(F)(F)F)ccc1/C=C/C(=O)O
    3%, -15%
CC(C)(C)n1ncc2c(=O)n(Cc3cccc(C(F)(F)F)c3Cl)cnc21
    6%, -1%
CCC(C)N(c1ccc(/C=C/c2ccnc3ccccc23)cc1)C(C)CC (stereo unspecified)
    -3%, u
CN(C)c1cc(F)c(C=O)cc1F
    6%, 0%

# The list goes on:
# Sequence of screens: HepG2 tox, TGFb inhibitor
CC(C)(C)n1ncc2c(=O)n(Cc3cccc(-c4cccs4)c3)cnc21
    -17%, u
CCCC(=O)Oc1ccc2[nH]c(C(=O)c3cc4ccccc4[nH]3)cc2c1
    -25%, -24%
O=CC(=O)c1ccc(Cl)cc1
    -29%, -28%
O=Cc1cc2c3c(c1)CCCN3CCC2
    -31%, -22%
COC(=O)C[C@H]1c2cc(C(F)(F)F)ccc2S(=O)(=O)N1C(C)C
    6%, -18%
CCCCCC1CCNCC1
    -51%, u
COc1ccccc1/C=C/c1nc2ccccc2[nH]1
    8.9µM*, 0%
COc1cc2c(NC3CCN(C)CC3)nc(N3CCCN(C)CC3)nc2cc1OCCN(C)CCN(C)C
    -7%, 4%
CCc1ccccc1N(C)C
    1%, u
Cc1ccc(Cn2cnc3c(cnn3C(C)(C)C)c2=O)c(F)c1
    -24%, -14%
CCCC[n+]1c(/C=C/c2ccc(N(C)C)cc2)sc2ccccc21
    -36%, u
CN(C)/[N+]([O-])=N/Oc1ccc([N+](=O)[O-])cc1[N+](=O)[O-]
    -90%, u
CN(C)c1ccc(/C=C2\NC(=O)NC2=O)cc1
    -2%, -1%
CCN(CC)/[N+]([O-])=N/OCOC(=O)Cc1c(C)n(C(=O)c2ccc(Cl)cc2)c2ccc(OC)cc12
    -24%, -16%
Nc1nc2[nH]cc(CCc3ccc(C(=O)N[C@@H](CCC(=O)O)C(=O)O)cc3)c2c(=O)[nH]1
    -7%, -14%
CN(C)c1ccc(/C=C/c2cc3ccccc3c[n+]2C)cc1
    -27%, 10µM*
Cc1nc([N+](=O)[O-])cn1CC(=O)c1ccc2c(c1)OCCO2
    -9%, 3%
CC(=O)Oc1ccc(-c2nc(-c3ccccc3)no2)cc1
    -43%, -5%
COc1ccccc1/C=C/c1ccnc2ccccc12
    -33%, -24%
COc1cc(N(C)C)ccc1/C=C1\C=Cc2ccccc21
    -29%, -3%
O=[N+]([O-])c1ccc2nc(CO)[nH]c2c1
    -22%, -15%
Cc1cc2ccc(Cl)nc2nc1C
    1%, 0%
CC(C)c1ccc(C(=O)C[N+]2(C)CCOCC2)cc1
    -10%, 10%
CCc1cc(/C=C/c2ccnc3ccccc23)ccc1N(C)C
    -57%, -3%
COc1ccc(C[C@@H]2C(=O)N[C@H](C)C(=O)N(C)[C@@H]3Cc4ccc(cc4)Oc4cc(ccc4O)C[C@H](C(=O)N[C@@H](C)C(=O)N[C@H](C)C(=O)N2C)N(C)C3=O)cc1
    -13%, -82%
CCC[N+](C)(C)c1ccc(/C=C/c2ccncc2)cc1
    -33%, 44%[activator]
c1ccc(-c2nc(SCC3CCCCO3)n[nH]2)cc1 (stereo unspecified)
    -5%, -8%
CC(C)(C)n1ncc2c(=O)n(Cc3ccc(C#N)c(F)c3)cnc21
    -1%, -3%
CN(CCC#N)c1ccc(C=O)cc1
    -7%, -4%
CCCCCCN(CCCCCC)c1ccc(/C=C/c2ccnc3ccccc23)cc1
    -28%, 16%
COc1ccc(CCNC(=O)c2cnn3c2NC(=C2CC2)C=C3C(F)F)cc1OC
    -49%, 20%
CC(=O)Nc1ccc(/C=C/c2sc3ccccc3[n+]2CCCCI)cc1
    -21%, 15%
COc1ccccc1CCC(=O)O
    -6%, 1%
CCCCCCCCCC[n+]1ccc(/C=C/c2c(C)[nH]c3ccccc23)cc1
    -101%, 211%[activator]
CN(C)c1ccc(/C=C2\C=Nc3ccccc32)cc1
    -40%, u
O=C(C[N+]1(CCO)CCOCC1)c1ccc2ccccc2c1
    14%, 23%
CC(C)CN(C)c1ccc(/C=C2\C=Cc3ccccc32)cc1
    -46%, -18%
CN(C)c1ccc(/C=C/c2ccnc3c(-c4ccccc4)cccc23)cc1
    -20%, 15%
OCCN(CCO)c1ccc(/C=C/c2ccnc3ccccc23)cc1
    -11%, 1%
COc1cc2c(NC3CCN(C)CC3)nc(N3CCCCC3)nc2cc1OCCOCCN(C)C
    -39%, -100%
O=C(NC1CCCC1)c1cnn2c1NC(=C1CC1)C=C2C(F)F
    -2%, -21%
OC(Cc1ccc2ccccc2n1)c1ccccc1 (stereo unspecified)
    -9%, 2%
COc1ccc(CN2CC[C@H]3C=CC[C@@H](C(=O)Nc4ccc(Cl)cc4Cl)[C@H]3C2=O)cc1OC
    -3%, u
COc1ccc(C(C)=O)cc1
    6%, -7%
C=CCNc1nc(NC2CCN(C)CC2)c2cc(OC)c(OC)cc2n1
    -49%, u
CCSc1ncc(Cl)c(C(=O)Nc2sc3c(c2C(=O)NCCOC)CCCC3)n1
    -1%, 7%
CC(O)(c1ccccc1)[N+]1(CC(=O)c2ccccc2)C=CC=C1 (stereo unspecified)
    -20%, -9%
COc1ccc(C(=O)C[n+]2ccccc2Cl)cc1
    -54%, u
CCOc1ccc(NC(=O)c2nc(S(=O)(=O)Cc3ccccc3)ncc2Cl)cc1
    11µM*, 11µM*
Cc1cc(C)[n+](C)c2ccccc12
    -25%, 5%

# Ordered by value in TGFb inhibitor (low to high): 3 from the list above
Structure	TGFb inhibitor
O=C(NC1CCCC1)c1cnn2c1NC(=C1CC1)C=C2C(F)F	-21%
OCCN(CCO)c1ccc(/C=C/c2ccnc3ccccc23)cc1	1%
COc1ccc(CCNC(=O)c2cnn3c2NC(=C2CC2)C=C3C(F)F)cc1OC	20%

# Of the compounds above, 16 contain an aryl methoxy group:
# Sequence of screens: HepG2 tox, TGFb inhibitor
COc1cc2c(NC3CCN(C)CC3)nc(N3CCCN(C)CC3)nc2cc1OCCOCCN(C)C
    27%, 19%
COc1ccc(/C=C2/C=Cc3ccccc32)cc1
    0%, 0%
COc1ccc2[nH]c(C(O)C(O)c3nc4c(OC)c(OC)ccc4[nH]3)nc2c1OC (stereo unspecified)
    2%, -14%
COc1ccccc1/C=C/c1nc2ccccc2[nH]1
    8.9µM*, 0%
COc1cc2c(NC3CCN(C)CC3)nc(N3CCCN(C)CC3)nc2cc1OCCN(C)CCN(C)C
    -7%, 4%
CCN(CC)/[N+]([O-])=N/OCOC(=O)Cc1c(C)n(C(=O)c2ccc(Cl)cc2)c2ccc(OC)cc12
    -24%, -16%
COc1ccccc1/C=C/c1ccnc2ccccc12
    -33%, -24%
COc1cc(N(C)C)ccc1/C=C1\C=Cc2ccccc21
    -29%, -3%
COc1ccc(C[C@@H]2C(=O)N[C@H](C)C(=O)N(C)[C@@H]3Cc4ccc(cc4)Oc4cc(ccc4O)C[C@H](C(=O)N[C@@H](C)C(=O)N[C@H](C)C(=O)N2C)N(C)C3=O)cc1
    -13%, -82%
COc1ccc(CCNC(=O)c2cnn3c2NC(=C2CC2)C=C3C(F)F)cc1OC
    -49%, 20%
COc1ccccc1CCC(=O)O
    -6%, 1%
COc1cc2c(NC3CCN(C)CC3)nc(N3CCCCC3)nc2cc1OCCOCCN(C)C
    -39%, -100%
COc1ccc(CN2CC[C@H]3C=CC[C@@H](C(=O)Nc4ccc(Cl)cc4Cl)[C@H]3C2=O)cc1OC
    -3%, u
COc1ccc(C(C)=O)cc1
    6%, -7%
C=CCNc1nc(NC2CCN(C)CC2)c2cc(OC)c(OC)cc2n1
    -49%, u
COc1ccc(C(=O)C[n+]2ccccc2Cl)cc1
    -54%, u

# Only part of the results is shown (hit frequency here may not be typical).
